Insulin prom up: MIN6 insulin promoter up-regulation; z-score at 5 µM; 190,000 tested, 0.3% active; MIN6 insulin promoter-GFP reporter, high-content imaging; stronger effect = higher value;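 active = z-score above 3 at 5 µM with at least 500 cells counted in the well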
Hep lipid drop: modulators of hepatic lipid droplet formation. AID 1656. inhibition, % at 6.5 µM. AML12 mouse hepatocytes, oleate lipid droplets, BODIPY imaging. 240,000 tested, 0.4% active;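 active = lipid droplet intensity inhibited by at least 50%, with more than 500 cells counted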
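Material – mouse AML12 hepatocyte cell line, fixed after treatment · Compound dosing – one dose, 6.5 µM compound · Times – compound with oleate, overnight · Measured by – Image-based BODIPY and DAPI two-channel analysis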
b-catenin transl: modulators of beta-catenin nuclear translocation | 190,000 tested, 0.3% active | AID 1665 | HeLa beta-catenin nuclear translocation, immunofluorescence imaging | nuclear translocation activity, % at 5 µM;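 active = nuclear translocation activity above 50% at 5 µM, with a well cell count of 50 or more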;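 note: per-cell ratio of nuclear to cytoplasmic median beta-catenin stain intensity; plate controls were DMSO negative control for no effect and GSK-3 inhibitor IX positive control for full effect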
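test system = HeLa cells, endogenous beta-catenin | dosing = single 5 µM dose plus 0.02–20 µM confirmation series | times = compound treatment 24 h, 37°C, 5% CO2 | technique = beta-catenin immunofluorescence imaging with DAPI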
Dynein cargo inh: dynein cargo transport inhibition. 3617.4 mouse cells, GR-EGFP nuclear translocation imaging; test concentration mostly 20 µM; stimulated with dexamethasone, 1 µM; stronger effect = lower value. z-score, hits read low. 220,000 tested, 0.47% active;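 active = plate z-score of nuclear minus cytoplasmic receptor signal below a set negative limit, without overly bright fluorescence or cell loss, cut at about -3.5 in these data, passing the limit was not always enough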;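 note: z-score of nuclear minus cytoplasmic ring GR-EGFP intensity difference per well; some compounds called inactive have numbers as strong as hits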
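Buffer or medium: tet-free medium with charcoal-stripped serum / Also added: dexamethasone agonist, 1.0 µM final, for 30 min / Timing: induction 48 h, compound 1 h, agonist 30 min / Measured by: high-content fluorescence imaging after fixation / Read-out: nuclear-to-cytoplasmic GR-EGFP distribution per well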
CSM14.1 death rescue: rescue of cells from ER stress-induced death, primary screen, 384-well, CSM14.1, thapsigargin, ATP luminescence (AID 1222); 190,000 tested, under 10 active; CSM14.1 thapsigargin-induced death rescue, ATP luminescence; higher % means a stronger effect; one-dose cellular ATP content (survival), % at 20 µM; EC50 in µM for titrated hits;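 active = EC50 below 50 µM in the dose-response confirmation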;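 note: death triggered by thapsigargin at about 15 µM added after 2 h compound pretreatment; cell ATP read after overnight thapsigargin exposure of roughly 18 to 22 hours; normalized against plate controls of thapsigargin alone and 5% DMSO vehicle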
T cell HTS: T cell immune modulation candidate | 330,000 tested, 0.068% active | AID 2052 | calls only at 7 µM | 2C CD8+ T cell-vesicle binding, flow cytometry; stronger effect = lower value;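 active = response, share of CD8 T cells binding vesicles, and their 90th percentile fluorescence all below set limits, cut at about 80% in these data, passing the limit was not always enough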
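Assay system: 2C TCR transgenic mouse naive CD8+ T cells, MACS-purified | Read-out: CD8+ gate FL2 mean fluorescence as % of same-row positive control | Signal: High-throughput flow cytometry with anti-B7-1 and anti-CD8 staining | Timing: Binding step 1.5 h, 37 °C, antibody labelling 20 min, ice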
Autophagy HCS: alters autophagy in cells. 190,000 tested, 0.98% active. calls only at 10 µM (by protocol). MEF GFP-LC3 puncta imaging; test concentration mostly 10 µM;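 active = percentage of spot-positive cells more than 3 SD above its plate mean, without a fluorescence outlier flag or 80% toxicity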;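 note: spot-positive cell cutoff set from DMSO-treated cells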
PhoP inhibition: inhibitors of PhoP regulon expression, primary screen, Salmonella Typhimurium, GFP reporter (AID 1863) | S. Typhimurium PhoP-regulated promoter GFP reporter, 4 h; higher % means a stronger effect | inhibition, % at 50 µM; hits with a dose series show IC50 in µM | 300,000 tested, 0.16% active;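 active = inhibition over 29.93%, a cutoff 3 SD above the screen mean, later confirmed by dose response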;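 note: 0% = low Mg2+ inducing control and 100% = high Mg2+ repressing control; strong numbers were not always called active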
MT stabilize HCS: microtubule stabilizers in HeLa cells; % tubulin-high responders, % at 10 µM; HeLa tubulin immunostaining HCS, 24 h; share of cells brighter than vehicle mean+2SD; AID 2205; 200,000 tested, 0.83% active;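 active = plate Z-score above 3 for both tubulin-high and condensed-nucleus cell shares, with cell loss under 80%, at 10 µM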;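 note: anti alpha tubulin signal scored within the nucleus-defined area of each cell; some results filed as inactive read as strong as hits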
Dynein cargo inh cytoplasmic EGFP: also measured in Dynein cargo inh; calls as there; z-score; measured here: cytoplasmic GR-EGFP intensity; stronger effect = higher value
Dynein cargo inh nuclear GR-EGFP: further read-out of Dynein cargo inh, marked with its call; z-score; measured here: nuclear GR-EGFP intensity;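 lower value marks the stronger effect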
Dynein cargo inh cell count: second read-out of Dynein cargo inh, no call of its own (marks repeat the call); z-score; measured here: cell count per field
Insulin prom up cell count: also measured in Insulin prom up; calls as there; cell count; measured here: cytotoxicity, nuclei count;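 total cells summed across four imaged fields per well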
Hep lipid drop cells 6.5 µM: further read-out of Hep lipid drop, marked with its call; cell count; measured here: cell count, cytotoxicity flag;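 cells counted across two imaged fields per well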
b-catenin transl cell count 5 µM: also measured in b-catenin transl; calls as there; cell count; measured here: cell count, cytotoxicity flag
T cell HTS vesicle-bound %: further read-out of T cell HTS, marked with its call; double positive events, %; measured here: CD8+ vesicle-bound cell fraction;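 binding gate set so that unloaded-vesicle control wells show 10% double positive cells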
MT stabilize HCS Hoechst-high %: further read-out of MT stabilize HCS, marked with its call; % Hoechst-high responders; measured here: nuclear condensation Hoechst responders;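 share of cells brighter than vehicle mean plus two SD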
MT stabilize HCS cytotoxicity %: recorded beside MT stabilize HCS, whose call it bears; toxicity, %; measured here: cytotoxicity by cell density;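 0% = mean cell density of plate MIN control wells and 100% = no cells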
Autophagy HCS cell loss 18 h: recorded beside Autophagy HCS, whose call it bears; toxicity, %; measured here: cell loss, nuclei count;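 cell loss after 18 h compound exposure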
* hit, by the source's call; i = inactive; · = no result given.

No.	SMILES	T cell HTS vesicle-bound %	Hep lipid drop	Dynein cargo inh cytoplasmic EGFP	Insulin prom up	Autophagy HCS cell loss 18 h	T cell HTS	Dynein cargo inh cell count	MT stabilize HCS	Dynein cargo inh nuclear GR-EGFP	MT stabilize HCS cytotoxicity %	CSM14.1 death rescue	b-catenin transl cell count 5 µM	Insulin prom up cell count	Dynein cargo inh	Hep lipid drop cells 6.5 µM	b-catenin transl	PhoP inhibition	Autophagy HCS	MT stabilize HCS Hoechst-high %
1	COc1cc(NC(=O)C2COc3ccccc3O2)c(OC)cc1Cl (stereo unspecified)	31.5	·	-0.134	0.48	9.5	i	0.39	4.6	0.347	9.2	-1.2%	1233	899	-0.0532	·	-1.6	-1.4%	i	1.6
2	CNC(=O)C1=C(C)Nc2nc3ccccc3n2C1c1ccc(F)cc1 (stereo unspecified)	32.3	-10.6	-0.29	-0.12	·	i	0.192	·	0.599	·	·	1324	929	0.088	714	0.5	-4.2%	·	·
3	CCOC(=O)CCc1c(C)c(C#N)c2[nH]c3ccccc3n2c1=O	31.3	-11.4	-0.19	1.21	-0.1	i	0.216	3.3	0.15	2.5	-2.5%	1010	1196	-0.447	761	0.8	8.5%	i	1.2
4	CC1(C)CC2(CCO1)OC(=O)CC2C(=O)Nc1c(Cl)cccc1Cl (stereo unspecified)	44.4	-0.6	-0.181	1.86	·	i	-0.481	·	0.739	·	·	1269	971	0.623	667	-0.8	-0.1%	·	·
5	O=C(O/N=C1\CCS(=O)(=O)c2sccc21)c1ccc(F)cc1	46.5	-9.1	-0.161	0.23	8.3	i	-1.26	2.4	0.229	9.5	·	1089	1246	0.575	668	1.9	3.1%	i	2.1
6	CC(=O)c1ccc(OCCCC(=O)Nc2cccc(S(=O)(=O)N(C)C)c2)cc1	39.1	-3.7	-0.286	-0.02	-2.1	i	0.107	2.8	0.795	0.9	1.7%	954	1361	1.41	675	1.4	11.8%	i	1.9
7	CCOc1ccc(-n2nnnc2SCC(=O)c2ccccc2)cc1	33.5	·	-0.161	-0.1	0.3	i	0.162	4.3	-0.0714	3.2	0.0%	976	1226	-0.561	·	-2.5	9.5%	i	1.8
8	O=C(O)CC1NC(=O)N(c2ccc(Cl)cc2)C1=O (stereo unspecified)	22.2	5.4	-0.183	-0.08	-15.0	i	-1.21	1.2	0.764	4.1	-2.0%	1150	840	1.17	764	-1.9	-7.8%	i	1.4
9	CN(C)S(=O)(=O)c1ccc(/C(O)=C2/C(=O)C(=O)N(Cc3cccnc3)C2c2ccncc2)cc1 (stereo unspecified)	14.3	·	-0.161	1.36	13.3	i	-0.439	4.2	0.296	3.9	2.0%	1420	1451	0.702	·	-0.6	-2.1%	i	2.1
10	CC(=O)CNc1ccc(S(=O)(=O)N/N=C/c2ccccc2)cc1	21.4	9.8	-0.323	-0.5	0.6	i	-0.178	4.4	0.0699	3.7	0.7%	1220	1259	0.555	670	-2.2	6.3%	i	1.2
11	CCOc1ccc(OC(=O)C(CCS(C)(=O)=O)N2C(=O)c3ccccc3C2=O)cc1 (stereo unspecified)	17.5	-3.2	-0.126	0.12	10.7	i	0.0505	1.3	0.48	8.2	-0.7%	·	757	0.751	770	·	0.8%	i	1.6
12	O=C(c1cccc(COc2cccc3ccccc23)c1)N1CCCC1	57.3	-23.4	-0.239	-0.09	5.0	i	-1.19	2.0	0.122	6.3	-0.1%	1149	1001	-0.469	753	4.9	-2.6%	i	2.8
13	O=C(N/N=C/c1ccccc1F)NC1CCCCC1	37.4	8.8	-0.249	0.82	21.1	i	0.575	2.2	0.27	0.1	-2.0%	1049	1421	0.317	654	-0.6	8.2%	i	1.7
14	C=C(C)c1ccc(C(C)(C)NC(=O)NCc2ccco2)cc1	46.1	-0.1	-0.257	0	·	i	0.437	2.1	0.826	2.9	3.6%	1180	1117	0.976	712	-7.6	3.0%	·	1.3
15	O=C(c1ccc(F)cc1)c1c[nH]c(C(=O)NCCCN2CCOCC2)c1	17.6	-8.6	0.824	0.78	30.1	i	1.59	2.6	0.259	5.2	-1.7%	1023	1828	-0.733	688	0.4	0.4%	i	1.9
16	COc1cc(NC(=S)NC(=O)c2ccc(C(C)(C)C)cc2)ccc1NC(=O)c1cccs1	61.0	-26.4	-0.19	-0.8	2.3	i	-0.658	4.8	0.304	7.9	-1.5%	1088	1061	0.203	683	0.4	3.0%	i	2.1
17	CC(=O)N1CCN(c2ccc(S(=O)(=O)N3CCCCC3)cn2)CC1	21.4	3.9	-0.0709	·	-3.2	i	0.0922	2.5	0.377	10.8	-2.8%	707	·	0.061	698	-7.5	10.8%	i	1.6
18	CCCc1ncc(C(O)c2ccc(OC)cc2)n1C (stereo unspecified)	15.8	·	-0.216	·	-8.6	i	0.337	2.1	-0.196	11.3	-1.0%	956	·	-1.11	·	-3.4	0.6%	i	3.3
19	C/C(=N\NC(=O)c1ccc(C)cc1C)c1ccc2c(c1)Nc1ccccc1S2	52.9	-1.0	-0.165	-0.32	-8.4	i	-0.541	5.0	-0.156	3.4	0.1%	1064	1383	0.0704	628	4.2	-0.3%	i	5.9
20	COc1cc(C2C(C#N)=C(N)Oc3n[nH]c(-c4cccs4)c32)cc(OC)c1O (stereo unspecified)	63.1	-8.3	-0.284	0.12	4.1	i	0.152	3.6	0.00147	11.3	0.0%	1124	1354	0.126	615	0.7	-3.0%	i	1.6
21	Cc1ccc(NC(=O)COC(=O)c2ccc([N+](=O)[O-])s2)c(C)c1	58.1	-19.9	-0.259	0.96	-1.1	i	0.163	3.7	-0.0409	10.5	-2.3%	1099	1506	-0.117	552	2.8	-13.6%	i	3.4
22	O=C(Nc1ccccc1)Nc1nc(-c2ccc(F)cc2)cs1	50.1	-4.9	-0.218	0.74	-14.6	i	0.559	2.8	0.429	8.0	-0.9%	471	1199	-0.358	727	3.9	-5.2%	i	3.1
23	Cc1sc2ncn(CC(=O)NCc3ccccn3)c(=O)c2c1S(=O)(=O)N1CCOCC1	49.7	-7.0	-0.253	-0.16	3.8	i	0.376	3.1	0.501	5.3	1.3%	1213	1270	0.322	695	-2.6	0.6%	i	1.3
24	CCOCC(=O)Nc1cccc(NC(C)=O)c1	36.7	-1.0	-0.204	0.15	-8.5	i	-1.36	4.6	0.618	5.5	-1.4%	1110	1301	0.416	728	-0.7	1.3%	i	1.8
25	Cc1cc(N2CCC(C)CC2)nc(-n2nc(C)cc2C)n1	51.9	-15.8	-0.204	-2.42	-1.0	i	1.11	3.5	-0.408	4.4	-2.0%	1073	1221	-1.15	648	-1.3	-5.9%	i	2.3
26	CN1C(=O)c2ccccc2Sc2ccc(NC(=O)NC3CC3)cc21	60.8	·	-0.221	0.7	6.6	i	0.135	1.6	0.356	9.1	-1.0%	1386	1669	0.0688	·	-1.1	-1.6%	i	1.8
27	Cc1ccc(N2C(=O)N(CC(=O)NCc3ccccc3Cl)C(=O)C2C)cc1 (stereo unspecified)	53.8	-14.9	-0.299	0.05	-5.7	i	-1.86	7.6	0.794	7.4	-0.7%	1059	1262	0.98	667	0.9	3.9%	i	2.6
28	Cn1ncc([N+](=O)[O-])c1C(=O)Nc1nc2ccccc2n1CCN1CCCCC1	26.8	·	-0.287	0.74	-2.4	i	0.324	4.3	-0.894	3.6	-0.6%	1287	1334	-0.5	·	-3.0	-6.9%	i	1.5
29	Cc1ccc2cc(CCNC(=O)c3cccc([N+](=O)[O-])c3)c(=O)[nH]c2c1	69.8	-0.4	-0.267	2.4	8.1	i	-1.11	4.0	0.863	6.9	-2.0%	1068	1068	1.14	692	-1.4	-4.9%	i	2.2
30	O=C(Nc1ncn[nH]1)c1ccc(Cl)c(S(=O)(=O)Nc2ccc(Cl)cc2)c1	50.8	-3.7	-0.227	0.35	4.3	i	0.233	3.7	-0.207	3.0	20.2%	962	1382	-0.538	563	-1.0	-10.4%	i	1.2
31	Cc1cc(NC(=O)C2CCC2)n(-c2ccccn2)n1	26.3	·	-0.0376	-0.17	-18.8	i	-0.0243	2.1	0.214	3.3	·	1026	1367	-0.0215	·	-4.3	-5.8%	i	1.8
32	COc1ccccc1NC(=O)NCC(=O)Nc1ccc(F)c(F)c1	47.2	12.2	-0.248	·	31.9	i	-0.518	3.5	0.215	8.3	0.4%	1172	·	0.0999	789	-9.8	-6.3%	i	2.3
33	Cc1cc(C)c2c(N)c(-c3nnc(SCc4ccc(Cl)cc4)n3C)sc2n1	19.4	1.0	-0.238	-0.97	·	i	-0.571	·	0.328	·	·	1225	1298	0.748	726	-0.9	-12.7%	·	·
34	O=C(NC(=S)NCCN1CCOCC1)c1ccc(Cl)cc1Cl	32.5	·	-0.204	-1.37	-20.0	i	-1.2	3.8	1.36	3.6	-2.9%	1394	1150	1.42	·	2.4	24.5%	i	1.7

Bioassay records (PubChem)
